# High-throughput results from PubChem BioAssay.
# S3 lipid droplet = qHTS Assay for Lipid Storage Modulators in Drosophila S3 Cells | Drosophila S3 cells, BODIPY lipid droplet fluorescence, 18-24 h; cells fed with added oleic acid | Potency in µM for hits, for the others lipid storage change, negative = inhibition, % at the top dose, mostly 46.1 µM | hit rate 0.64% among 320,000; active = well fitted inhibition curve with a large enough effect in the signal ratio, with a control signal flat, not every such curve was filed as active; inconclusive = small, poorly fitted or top-dose-only effect, or effect the other way, or a change in a side signal; the % refers to the signal ratio
#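 Drosophila S3 cells loaded with oleic acid (400 uM, as added) and compounds at several concentrations; lipid droplets imaged by 488-nm laser-scanning cytometry, 500–530 nm intensity and object ratio to cell channel. Percent activity normalized to 20 uM Triacsin C.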
# S3 lipid droplet cell count max = recorded beside S3 lipid droplet, whose call it bears; cell number change, %; measured here: cell count max response;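 cells counted by Cell Tracker Red CMTPX staining in the red channel; peak over a dose series mostly up to 46.1 µM; percent activity relative to internal control wells on each plate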
# Numbers without * were called inactive; i = inactive; ? = inconclusive; nt = no result given. % is scaled to controls: 0 for no effect and ±100 for the full control effect; potency is read from the fitted curve at half-maximal effect.
# Below each compound: S3 lipid droplet, S3 lipid droplet cell count max
- CCOC(=O)c1[nH]n(-c2ccc(Cl)cc2)c(=O)c1C
→ -1.1%, 19.0
- COc1ccccc1-c1nc(C#N)c(N2CCN(c3ccccc3)CC2)o1
→ i, nt
- CSc1ccccc1C(=O)NCCc1ccc(S(=O)(=O)N2CCCCC2)cc1
→ ?, nt
- COc1cccc(/C=C2\Sc3ccc(C(=O)NCC4CCCO4)cc3N(C)C2=O)c1 (stereo not given)
→ ?, nt
- CCN1CCN(Cc2cc(=O)oc3cc(C)cc(C)c23)CC1
→ i, -6.4
- COc1ccc(Cl)cc1NC(=O)Cn1c(C)csc1=O
→ ?, nt
- CCOc1ccccc1N(C(=O)c1snc(C(N)=O)c1N)C(CC)C(=O)NC1CCCC1 (stereo not given)
→ i, -14.8
- O=C(CSc1ncnc2c1cnn2-c1ccccc1Cl)N1CCN(C(=O)c2ccco2)CC1
→ ?, nt
- O=C(OC1CCOC1=O)c1cccc(S(=O)(=O)Nc2cccc(Cl)c2)c1 (stereo not given)
→ -1.0%, 2.7
- Cc1cc(S(=O)(=O)Nc2ccc3c(c2)n(C)c(=O)n3C)ccc1F
→ 3.3%, -4.7
- Cc1cc(C)c(C(=O)CSc2nnc(C)s2)c(C)c1
→ ?, nt
- CN(C)C(=O)N1CCC(C(=O)NCc2ccc(F)cc2Cl)CC1
→ 24.2%, -20.3
- COc1ccccc1C(=O)Nc1ccc(C)cc1C(=O)c1ccccc1
→ 12.8%, -9.0
- CCO[C@H]1OC(C(=O)N2CCCCCCC2)=C[C@@H](c2csc3ccccc23)[C@@H]1CCCO
→ -2.6%, -10.7
- CC(C)Cc1nnc(NC(=O)c2cccc(S(=O)(=O)N3CCN(C)CC3)c2)s1
→ ?, nt
- COc1ccc(Cn2nnnc2CN(CCCN2CCOCC2)Cc2cc3cc(OC)ccc3[nH]c2=O)cc1
→ 2.1%, 11.8
- CCOC(=O)C1(CCOc2ccccc2)CCN(Cc2cccc(OC)c2O)CC1
→ ?, nt
- COc1ccc(S(=O)(=O)Cc2ccccc2)cc1N
→ ?, nt
- COCCNC(=O)c1c(N)sc2c1CCCC2
→ i, 25.1
- CCOC(=O)c1cnc2c(-c3ccccc3)c(C)nn2c1N
→ ?, nt
- Cc1cnc(C(=O)OC(C)C(=O)NCc2ccccc2)cn1 (stereo not given)
→ ?, nt
- COCCN(C(=O)Nc1ccccc1)c1ccccc1
→ 19.6%, 12.2
- COc1ccc(CCC(=O)N2CC(C)OC(C)C2)cc1 (stereo not given)
→ ?, nt
- O=C1NC[C@H](Cc2ccccc2)N(CCc2cccc(F)c2)C1=O
→ 4.3%, 16.7
- O=C(Nc1ccc(-n2cc(Cl)cn2)cc1)c1ccncc1
→ -2.3%, 13.0
- CCNc1nc(CN2CCCCC2)nc2scc(-c3ccccc3)c12
→ ?, nt
- COc1ccc(Cl)cc1NC(=O)CN(C)C(=O)Cn1cnc2c1c(=O)n(C)c(=O)n2C
→ i, -25.0
- C#CCOCCOCCOCCNc1nc(N2CCN(C(=O)[C@H](CCC(=O)O)n3cc(C(N)CC(C)C)nn3)CC2)nc(N2CCN(C(=O)[C@H](Cc3cc4ccccc4[nH]3)n3cc(C(N)[C@H](C)CC)nn3)CC2)n1 (stereo not given in full)
→ -10.5%, 5.5
- COC(=O)c1ccc(Cl)cc1N(Cc1c(F)cccc1Cl)S(C)(=O)=O
→ ?, nt
- CCCCN(C(=O)C(C)Oc1ccc(Cl)cc1)c1c(N)n(CCCC)c(=O)[nH]c1=O (stereo not given)
→ 12.1%, 6.3

# A different layout for some results above.
Cc1cc(S(=O)(=O)Nc2ccc3c(c2)n(C)c(=O)n3C)ccc1F
  S3 lipid droplet: 3.3%; S3 lipid droplet cell count max: -4.7

Cc1cc(C)c(C(=O)CSc2nnc(C)s2)c(C)c1
  S3 lipid droplet: ?; S3 lipid droplet cell count max: nt

CN(C)C(=O)N1CCC(C(=O)NCc2ccc(F)cc2Cl)CC1
  S3 lipid droplet: 24.2%; S3 lipid droplet cell count max: -20.3

# (further entries)
# Below each compound: S3 lipid droplet, S3 lipid droplet cell count max
- CCOC(=O)c1c(C)[nH]c(C)c1C(=O)COC(=O)/C=C/c1ccc(OC)cc1
→ ?, nt
- N#CCCN(C(=O)COC(=O)CCc1c[nH]c2ccccc12)c1ccc(F)cc1
→ ?, nt
- NCCCCCc1nnc(SCc2ccccc2Cl)o1
→ i, 9.2
- CN1CCc2nc(NC(=O)COc3ccc(C#N)cc3)sc2C1
→ -0.8%, -0.7
- Cc1ccc(NC(=O)COC(=O)CNC(=O)c2ccco2)cc1
→ ?, nt
- C/C=C/C1=CC(=O)C[C@H](c2ccc(F)cc2)C1
→ ?, nt
- COc1ccccc1N1CCN(CC(=O)Nc2ccc(Cl)c(C(F)(F)F)c2)CC1
→ ?, nt
- Cc1cc(C)nc(N(C#N)CC(=O)N2CCC(C(N)=O)CC2)n1
→ 0.1%, 21.7
- Cc1ccc(C)c(N(CC(=O)NC(C)(C)C)C(=O)CCC(=O)Nc2nccs2)c1
→ 11.3%, -10.2
- COc1ccccc1NC(=O)CNS(=O)(=O)c1ccccc1
→ ?, nt
- O=c1c2ccccc2ncn1-c1ccc(Cl)c(Cl)c1
→ 2.1%, 13.6
- COC(=O)c1c(C)oc(C)c1S(=O)(=O)N(C)C1CCCCC1
→ -1.7%, 3.0
- COCCN(C(=O)COC(=O)C1CC1)c1c(N)n(Cc2ccccc2)c(=O)[nH]c1=O
→ ?, nt
- CCN(CC)S(=O)(=O)c1ccc(-c2nnc(SCC(=O)Nc3nnc(C)s3)n2CC)cc1
→ 5.1%, 7.6
- Clc1ccc(Cc2noc(CN3CCN(c4ccccc4)CC3)n2)c(Cl)c1
→ ?, nt
- Cn1c(CCc2nc3ccccc3[nH]2)nnc1SCC#N
→ -19.3%, nt
- Cc1cc(C)cc(NC(=O)CCCn2nc(C)c3c(C)n(-c4ccccc4)nc3c2=O)c1
→ ?, nt
- CCc1nc(Nc2cc(OC)ccc2OC)c2oc3ccccc3c2n1
→ ?, nt
- O=C1c2ccccc2C(=O)C12Cc1ccccc1N1CCN(c3ccccc3)CC12 (stereo not given)
→ ?, nt
- CCNC(=O)c1cc(S(=O)(=O)N(C)C)c(Cl)cc1Cl
→ 15.1%, -0.1
- CC1=Nc2ccc(C)cc2/C1=C/c1c(N)n2oc(C)cc2nc1=O
→ ?, nt
- COc1ccc([N+](=O)[O-])cc1NC(=O)C(C)Sc1nc(-c2ccccc2)cs1 (stereo not given)
→ ?, nt
- COC(=O)c1ccc(C2Nc3ccc(/C(C)=N/NC(=O)C(OC)c4ccccc4)cc3C3C=CCC32)cc1 (stereo not given)
→ -2.5%, -11.8
- COc1ccc(C(C)=O)cc1COC(=O)CCCN1C(=O)c2ccccc2C1=O
→ ?, nt
- C=CCOc1ccccc1CN1CCCC(CCC(=O)N(C)CCc2ccccn2)C1 (stereo not given)
→ 1.4%, 7.0
- Cn1cc(C(=O)Nc2ccc3c(c2)CCC3)cn1
→ ?, nt
- COc1cc(/C=C/C2=CC(C)(C)NC(=S)N2)cc(OC)c1OC
→ ?, nt
- O=C(N/C(C(=O)N1CCOCC1)=C(\Sc1ncccn1)c1ccccc1)c1ccccc1
→ 13.9%, 9.7
- CN(Cc1ccccc1)S(=O)(=O)c1ccccc1[N+](=O)[O-]
→ 0.2%, 2.1
- COc1ncnc2c1oc1nc(C(C)C)c3c(c12)CC(C)(C)OC3
→ ?, nt
- CC(=O)c1ccccc1NC(=O)COC(=O)CSCC(=O)Nc1cc(C)on1
→ ?, nt
- CN1CCc2c(sc(/N=C/c3c[nH]c4ccccc34)c2C(N)=O)C1
→ -4.8%, 3.0
- CCOc1ccc(NC(=S)N2CCC(NC(=O)c3ccccc3C)CC2)cc1
→ ?, nt
- Cc1ccc(S(=O)(=O)NCCC(=O)NC(C)c2ccccc2)cc1 (stereo not given)
→ 3.7%, nt
- Cc1ccc(NC2CCCN(C(=O)c3ccc4[nH]ccc4c3)C2)cc1C (stereo not given)
→ ?, nt
- CC(=O)Nc1nc(=S)n(-c2ccccc2)[nH]1
→ 0.5%, 3.8
- OC(CNCC1COc2ccccc2O1)COc1ccccc1F (stereo not given)
→ ?, nt
- CNc1c([N+](=O)[O-])cnn1-c1ccccn1
→ -3.3%, 25.9
- CCc1nnc(NC(=O)CCC(=O)O)s1
→ ?, nt
- O=C(COc1ccccc1Br)Nc1ccc2c(c1)OCCCO2
→ -3.8%, -0.4
- O=C(O)C1C2CCC(C2)C1C(=O)NCc1ccco1 (stereo not given)
→ 7.5%, -19.5
- O=C1CCCN1CCCNc1nc2c(S(=O)(=O)c3ccccc3)nnn2c2ccc(Cl)cc12
→ ?, nt
- O=C(CCC(=O)N(Cc1ccco1)C(C(=O)NC1CCCC1)c1ccncc1)Nc1cccnc1 (stereo not given)
→ ?, nt
- COc1ccc(NC(=O)CN2CCC(C(N)=O)(N3CCCCC3)CC2)cc1
→ i, 23.4
- S=C(Nc1ccccc1)Nc1nccs1
→ 3.1%, -7.5
- O=C(NCCc1ccccc1)C(=O)NCCC1CCCCN1S(=O)(=O)c1cccs1 (stereo not given)
→ i, nt
- CCn1c(SCC(=O)Nc2ccc(OC)c(OC)c2)nnc1-c1ccco1
→ ?, nt
- NC(=O)C1CCCN(CC(O)COCc2ccc(Cl)cc2)C1 (stereo not given)
→ -6.8%, 16.6
- CN(C)c1ccc(NC(=O)CN2CCc3ccccc3C2)cc1
→ ?, nt
- COc1cc(/C=C2\SC(=S)N(NS(=O)(=O)c3ccc(C)cc3)C2=O)ccc1O
→ ?, nt
- O=C(Cn1cnc2c(nnn2Cc2ccccc2)c1=O)NCc1ccco1
→ i, nt
- Cc1cccn2c(=O)c(/C=C(\C#N)C(=O)NC3CCS(=O)(=O)C3)c(N3CCC(C)CC3)nc12 (stereo not given)
→ ?, nt
- CS(=O)(=O)N(CC(=O)N1CCCCCC1)c1cccc(Br)c1
→ i, 11.0
- CCOCCCNC(=O)C(C)NS(=O)(=O)c1ccc(C)cc1 (stereo not given)
→ -8.9%, -1.6
- CCOc1ccc(-n2c(SCC(=O)Nc3nccs3)nc3c(c2=O)SCC3)cc1
→ ?, nt
- CSc1ccc(-c2cc(=O)c3ccccc3o2)cc1
→ ?, nt
- COCCN(C(=O)COC(=O)c1ccccc1Oc1ccccc1)c1c(N)n(Cc2ccccc2)c(=O)[nH]c1=O
→ ?, nt
- CC1Cc2ccccc2N1C(=O)c1ccc(N2CCCCC2)c([N+](=O)[O-])c1 (stereo not given)
→ -14.6%, -7.8
- CC(=O)c1c(COC(=O)c2cccnc2)nc2ccccc2[n+]1[O-]
→ ?, nt
- Cc1cccc(OCC2=N/C(=C\N(C)C)C(=O)O2)c1
→ ?, nt

# Continuation.
# Below each compound: S3 lipid droplet, S3 lipid droplet cell count max
- CCOC(=O)NC1(Nc2ccc(C)cc2)Oc2ccccc2O1
→ 0.5%, -8.2
- Nc1n[nH]c(N)c1N=Nc1ccccc1F
→ ?, nt
- O=C1NC(=O)/C(=C\c2ccccc2Oc2ccc(F)c(F)c2)S1
→ ?, nt
- Cc1ccnc(NC(=S)NC(=O)/C=C/c2ccc(Cl)cc2)c1
→ -0.2%, 11.2
- CCOc1ccc(C(=O)c2cccs2)cc1
→ 6.5%, 0.5
- CCN(CC)C(=O)Cc1cn(C)c2ccccc12
→ 5.2%, 8.5
- Cc1ccc(CSc2nc3c(cc2C#N)CCC3)cc1
→ ?, nt
- C=CCNC(=O)COC(=O)COc1ccc(Cl)cc1C
→ ?, nt
- CCOc1ccc(S(=O)(=O)Nc2ccccc2C(=O)N2CCOCC2)cc1
→ ?, nt
- COc1cc(CNn2c(C)n[nH]c2=S)cc(Br)c1OCC(=O)NC(C)(C)C
→ ?, nt
- O=C(CSc1nnc(-c2ccc(O)cc2)n1Cc1ccco1)c1cccs1
→ ?, nt
- C=CCSc1nnc2c(n1)OC(c1ccccn1)N(C(C)=O)c1ccccc1-2 (stereo not given)
→ ?, nt
- Cc1ccc(C2(C)NC(=O)N(CC(=O)NNC(=O)c3ccccc3F)C2=O)cc1 (stereo not given)
→ ?, nt
- CCn1c(SCC(=O)Nc2ccc3c(c2)OCCO3)nnc1-c1ccco1
→ -7.8%, -5.2
- Cc1ccc(SCCCn2cncn2)cc1
→ i, 16.6
- C=C(C)CNC(=S)/N=c1\scc(C)n1CC
→ 6.9%, -9.2
- CC1CN(S(=O)(=O)c2cccc(C(=O)NN3CCN(C)CC3)c2)CC(C)O1 (stereo not given)
→ 14.5%, 7.9
- COc1cc(C(=O)NC(CCSC)C(=O)OCc2cc([N+](=O)[O-])cc3c2OCOC3)cc(OC)c1OC (stereo not given)
→ ?, nt
- COC(=O)CNC(=O)C(Cc1c[nH]c2ccccc12)NC(=O)OC(C)(C)C (stereo not given)
→ ?, nt
- O=C(CN1CCN(c2ccc(F)cc2)CC1)NCc1cccs1
→ 1.5%, 3.5
- Cc1nn(-c2ccccc2)c(Cl)c1C1C(C#N)=C(N)Oc2n[nH]c(C)c21 (stereo not given)
→ ?, nt
- COc1cc(C2Nc3cccc4cccc(c34)N2)cc(OC)c1O
→ 0.1%, -13.1
- Cc1csc2c(N3CCN(C(=O)Nc4ccccc4)CC3)ncnc12
→ ?, nt
- CCC(C(=O)NC(CC(=O)O)c1ccc(Cl)cc1)c1ccccc1 (stereo not given)
→ -8.7%, 0.9
- Cc1onc(-c2ccccc2)c1C(=O)NC1CCC(C)CC1 (stereo not given)
→ ?, nt
- N/C(=N/OCc1cccc([N+](=O)[O-])c1)c1nonc1N
→ ?, nt
- O=C(O)c1cc([N+](=O)[O-])ccc1NCCc1ccccc1
→ 5.3%, 2.7
- COc1ccc(OC)c(S(=O)(=O)NCc2ccccn2)c1
→ i, 12.4
- Cc1cnc(NC(=O)Cc2c[nH]c3ccccc23)s1
→ ?, nt
- COc1ccc(S(=O)(=O)NC(N)=NCCc2ccccc2)cc1
→ 0.9%, 11.3

# This is a subset; count on the stated rates, not on these rows.
